High-throughput results from PubChem.
TLR4 MyD88 comp: inhibitors of TLR4-MyD88 association in cells, primary screen, cell-based, HeLa CL3-4, BLA complementation, FRET ratio. inhibition, % at 8.4 µM. hit rate 0.18% among 200,000. AID 861, 2007. HeLa CL3-4 TLR4/MyD88 BLA complementation. Toll-like receptor 4 (Homo sapiens) + Myeloid differentiation primary response protein …; in the data active means inhibition above about 25%;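 further: 0% = vehicle and 100% = reference inhibitor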
Target sequence (O00206 whole entry, looked up): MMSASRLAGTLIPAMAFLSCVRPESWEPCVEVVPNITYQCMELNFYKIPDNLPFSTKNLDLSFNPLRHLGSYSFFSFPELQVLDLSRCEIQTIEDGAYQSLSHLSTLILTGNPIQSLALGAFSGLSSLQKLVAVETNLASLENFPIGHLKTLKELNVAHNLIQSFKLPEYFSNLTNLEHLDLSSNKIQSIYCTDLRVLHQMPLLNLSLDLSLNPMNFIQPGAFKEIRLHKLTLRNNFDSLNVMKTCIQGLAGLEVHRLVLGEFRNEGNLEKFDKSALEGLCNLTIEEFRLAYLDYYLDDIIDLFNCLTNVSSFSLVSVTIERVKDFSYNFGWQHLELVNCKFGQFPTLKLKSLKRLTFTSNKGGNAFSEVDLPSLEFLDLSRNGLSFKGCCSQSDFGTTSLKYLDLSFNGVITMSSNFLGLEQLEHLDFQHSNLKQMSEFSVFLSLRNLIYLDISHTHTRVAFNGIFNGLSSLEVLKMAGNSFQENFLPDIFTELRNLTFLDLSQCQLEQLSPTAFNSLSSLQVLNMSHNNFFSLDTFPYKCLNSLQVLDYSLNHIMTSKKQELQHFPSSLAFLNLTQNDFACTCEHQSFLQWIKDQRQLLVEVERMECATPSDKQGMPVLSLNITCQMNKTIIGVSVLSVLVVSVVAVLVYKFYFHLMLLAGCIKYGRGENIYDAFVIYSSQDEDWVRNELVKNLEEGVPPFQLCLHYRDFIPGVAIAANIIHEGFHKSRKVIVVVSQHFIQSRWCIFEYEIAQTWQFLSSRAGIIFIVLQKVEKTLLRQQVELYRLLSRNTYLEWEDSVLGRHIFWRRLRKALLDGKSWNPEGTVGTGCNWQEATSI
Target sequence (Q99836 whole entry, looked up): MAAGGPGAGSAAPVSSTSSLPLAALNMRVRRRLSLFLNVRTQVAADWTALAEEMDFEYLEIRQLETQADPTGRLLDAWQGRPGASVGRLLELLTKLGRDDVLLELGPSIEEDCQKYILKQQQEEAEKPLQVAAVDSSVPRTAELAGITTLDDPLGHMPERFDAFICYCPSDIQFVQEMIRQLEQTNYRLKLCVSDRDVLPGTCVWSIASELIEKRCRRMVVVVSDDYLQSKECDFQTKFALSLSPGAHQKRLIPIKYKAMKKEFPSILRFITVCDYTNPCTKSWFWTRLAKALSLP
STAT1 inh: STAT1 signaling inhibitors, primary screen, cell-based, HTS, luciferase reporter; hit rate 0.35% among 200,000; AID 920, 2007; inhibition, % at 5.5 µM; NIH 3T3 STAT1-luciferase reporter, IFN-gamma, luminescence;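 active means inhibition above a set limit, the mean inhibition across all tested compounds plus 3 SD, cut at about 34% in these data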;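 further: 0% = IFN-gamma with DMSO and 100% = IFN-gamma with 300 µM nifuroxazide; values of inactives mirror those of a sister screen read the other way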
STAT1 act: STAT1 signaling activators, primary screen, cell-based, HTS, luciferase reporter; NIH 3T3 STAT1-luciferase reporter, IFN-gamma, luminescence; 100% = IFN-gamma alone, no compound; activation (% of control), % at 5.5 µM; hit rate 2.6% among 200,000;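 active means activation above the screen-wide mean activation plus 3 SD, cut at about 130% in these data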;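 further: raw ratio to IFN-gamma control signal so 100% means no change and 0% no light; values of inactives mirror those of a sister screen read the other way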
G6PDH CS: L. mesenteroides G6PDH inhibitors, counter-screen for G6PDH-coupled screening assays, biochemical, Leuconostoc mesenteroides enzyme. glucose-6-phosphate dehydrogenase [Leuconostoc mesenteroides]. Purified L. mesenteroides G6PDH, diaphorase/resazurin coupled fluorescence, 45 min. inhibition, % at 5 µM. hit rate 0.12% among 200,000; in the data active means inhibition above about 50%
STAT3 inh: IL-6 driven STAT3 reporter inhibitors, primary screen, U3A cells, luciferase, luminescence, MLSCN library. AID 862, 2007. hit rate 0.89% among 190,000. inhibition, % at 5.5 µM. IL-6 STAT3-luciferase reporter; host cell line lacks STAT1;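 active means inhibition above the mean inhibition across all screened compounds plus 3 SD, cut at about 44% in these data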;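 further: 0% = DMSO only wells and 100% = 100 µM nifuroxazide control wells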
STAT3 act: IL-6 driven STAT3 reporter potentiators, primary screen, U3A cells, luciferase, luminescence, MLSCN library; IL-6 STAT3-luciferase reporter; 100% = signal with IL-6 EC80 alone; activation (% of control), % at 5.6 µM; hit rate 0.91% among 190,000; AID 871, 2007;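 active means activation above the screen-wide mean of compound activation plus 3 SD, cut at about 130% in these data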;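 further: 0% = background luminescence of wells with medium and substrate only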
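Detection: reporter luminescence signal / Assay system: STAT1-lacking human U3A cells, STAT3 luciferase reporter / Incubation: compound pre-incubation 1 h before IL-6, then 6 h stimulation at 37 °C / Control set: IL-6-only high control / Read-out: % activation relative to IL-6 control / Probe or stimulus: Interleukin-6, 33 ng/mL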
Diaph act CS: compounds boosting diaphorase resazurin reduction – biochemical, uHTS, resorufin fluorescence, counter-screen for diaphorase-coupled primary assays, primary screen; AID 1229, 2008; activation factor at 20 µM; Diaphorase/resazurin coupled assay, 16 min; active compounds read high; 1 = vehicle wells, 0 = NADH-free wells; hit rate 0.005% among 190,000;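 active means diaphorase activity raised at least twofold by the compound at 20 µM; inactive means activation factor below 2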
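Test system: Clostridium kluyveri diaphorase, purified enzyme. Buffer or medium: 50 mM HEPES pH 7.4 buffer plus MgCl2 and Tween 20. Also added: 0.114 mM NADH and 0.1 mM resazurin, final amounts. Dosing: compound 20 µM once, DMSO 1%. Schedule: 16 min enzyme reaction, ambient temperature. Detection: fluorescence of resorufin, 544 nm excitation, 590 nm emission.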
APP 5UTR inh: inhibitors of APP translation via 5'UTR reporter, primary screen, APP 5'UTR luciferase, SH-SY5Y cells | SH-SY5Y APP 5'UTR-luciferase reporter, luminescence | inhibition, % at 2 µM | hit rate 0.82% among 190,000;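 active means inhibition above a set limit, derived from the sample mean plus 3 SD, cut at about 45% in these data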; further: values of inactives mirror those of a sister screen read the other way
Diaph inh CS: diaphorase inhibitors and chemical oxidizers, primary screen, counter-screen for diaphorase-coupled primary assays, biochemical, uHTS, resorufin fluorescence | inhibition, % at 20 µM | AID 1217, 2008 | diaphorase resazurin-to-resorufin fluorescence, NADH, 16 min; bacterial (C. kluyveri) enzyme, not human | hit rate 0.69% among 190,000;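 active means primary screen inhibition at 20 µM above a set limit, cut at about 50% in these data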;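 further: plate controls were DMSO with full reaction for no effect and wells lacking NADH for full effect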
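Test system: Clostridium kluyveri diaphorase enzyme / Quantity: diaphorase at 0.14 U/mL in enzyme working solution / Incubation: 16-min room-temperature incubation before reading / Benchmarks: NADH-free wells as positive control, DMSO-only neutral wells / Signal: resorufin fluorescence 544/590 nm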
Hsp70 activator: Hsp70 transcriptional activators, primary screen, cell-based, HeLa, Hsp70 promoter luciferase, luminescence, 10 µM. hit rate 0.04% among 200,000. activation, % at 10 µM. HeLa Hsp70 promoter luciferase reporter; scaled: vehicle 0, proteasome-inhibitor control 100%. AID 1203, 2008;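 active means activation above the mean across all tested compounds plus 3 SD, cutoff set per campaign, cut at about 5.5% in these data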;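 further: 100% = MG132 at 30 µM as the positive control and 0% = DMSO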
* = called active by the depositor; x = not tested or not shown.

SMILES	TLR4 MyD88 comp	STAT1 inh	STAT1 act	G6PDH CS	STAT3 inh	STAT3 act	Diaph act CS	APP 5UTR inh	Diaph inh CS	Hsp70 activator
CC1CCN(CCCNC(=O)CCCNC(=O)Cn2cnc3sc4c(c3c2=O)CCCC4)CC1	1	9	91	-6	-2	108	0.9	8	6	-0.5
COc1ccc(S(=O)(=O)N(C)CC(=O)Nc2cccc(C(C)=O)c2)cc1	2	0	100	6	8	96	0.9	-24	9	-0.5
Cn1c(NCCCN2CCOCC2)nc2c1c(=O)n(Cc1ccc(Cl)cc1)c(=O)n2C	9	0	100	5	-1	107	0.9	-6	8	-0.2
Cc1oc2cc(O)cc(O)c2c(=O)c1-c1ccc2c(c1)OCCCO2	-11	-6	105	4	10	95	0.8	-10	15	-0.1
Cc1ccnc(SCc2nc3ccccc3s2)n1	10	-33	130*	2	-32	136*	0.8	-106	16	-0.2
NS(=O)(=O)c1cc(C(=O)N2CCc3ccccc32)c(Cl)cc1Cl	-5	0	100	2	1	99	0.9	7	6	-0.1
CC(NC(=O)CCc1nnc(-c2ccccc2)o1)c1ccccc1 (centres undefined)	0	-9	108	15	6	100	1	-12	5	-0.2
CCOC(=O)c1ccc(NC(=S)Nc2ccccn2)cc1	-4	-32	129*	8	30	79	0.9	-52	7	0.2
Cc1ccc(C(c2sc3nc(C)nn3c2O)N2CC(C)OC(C)C2)cc1 (centres undefined)	7	-2	102	-15	1	100	0.9	16	8	0.3
Cn1ccs/c1=N\S(=O)(=O)c1ccc(F)cc1	0	-1	101	5	-2	101	1	16	0	-0.4
CCCC(=O)NCCCc1nc2ccccc2n1CC	-2	-2	102	-9	7	98	0.8	-4	16	-0.2
O=C(CN(C(=O)CNS(=O)(=O)c1ccccc1)C1CCCC1)NCC1CCCO1 (centres undefined)	4	-7	106	8	2	100	1	2	0	-0.1
Cc1nnc(NC(=O)CSc2nnc(CCc3nc4ccccc4[nH]3)n2C)s1	15	-1	101	2	9	96	1	13	4	0.5
Cc1cc(C)c(N(CC(=O)NC(C)(C)C)C(=O)CNC(=O)c2cccs2)c(C)c1	6	-2	101	4	8	97	0.9	-7	7	-0.1
CC(C)OC(=O)c1cccnc1N1CCN(c2cccc(Cl)c2)CC1	8	0	100	7	-8	110	0.8	-3	20	-0.4
CCC(C)NCCOCCOc1ccc(Cl)cc1Br (centres undefined)	9	0	97	21	3	101	0.9	5	8	0.9
CCOc1ccccc1N(CC(=O)Nc1c(C)n(C)n(-c2ccccc2)c1=O)S(=O)(=O)c1ccccc1	0	1	98	2	-2	106	0.9	4	12	-0.1
CC(=O)N1CC=CC1(CC(C)C)C(=O)NCc1cc(F)cc(C(F)(F)F)c1 (centres undefined)	4	2	98	14	-5	102	0.9	2	5	-0.4
O=C(Nn1c(C2CCCCC2)nc2ccccc2c1=O)c1ccc([N+](=O)[O-])cc1Cl	7	8	93	-2	3	101	0.9	-7	5	-0.4
CC(C)NC(=O)C1CCN(C(=O)c2ccc(-c3ccccc3)cc2)CC1	-12	4	90	4	0	100	0.9	x	10	-0.3
NNC(=O)c1ccc(CN2CCCCC2)o1	0	-3	101	5	-5	109	1	2	1	-0.1
Cc1nc2ccccc2n1CC(=O)N/N=C\C=C\c1ccccc1	-6	1	99	22	18	87	1	9	1	0.5
O=C(/C=C/c1ccc(Cl)c([N+](=O)[O-])c1)Nc1ccc(NC(=O)c2ccco2)cc1	-2	-8	107	-27	4	99	1	-22	5	-0.2
O=C1CCC(=O)N1c1ccc(S(=O)(=O)N2CCCC2)cc1	10	-2	100	2	-6	108	1	10	4	-0.2
O=S(=O)(c1ccc(F)cc1)N1CCN(CC(O)COCc2cccs2)CC1 (centres undefined)	-9	-5	104	4	13	94	0.7	-1	27	-0.4

12 compounds from above, ordered by number of heavy atoms, largest number first.
SMILES	TLR4 MyD88 comp	STAT1 inh	STAT1 act	G6PDH CS	STAT3 inh	STAT3 act	Diaph act CS	APP 5UTR inh	Diaph inh CS	Hsp70 activator
CCOc1ccccc1N(CC(=O)Nc1c(C)n(C)n(-c2ccccc2)c1=O)S(=O)(=O)c1ccccc1	0	1	98	2	-2	106	0.9	4	12	-0.1
O=C(Nn1c(C2CCCCC2)nc2ccccc2c1=O)c1ccc([N+](=O)[O-])cc1Cl	7	8	93	-2	3	101	0.9	-7	5	-0.4
O=C(/C=C/c1ccc(Cl)c([N+](=O)[O-])c1)Nc1ccc(NC(=O)c2ccco2)cc1	-2	-8	107	-27	4	99	1	-22	5	-0.2
Cc1nnc(NC(=O)CSc2nnc(CCc3nc4ccccc4[nH]3)n2C)s1	15	-1	101	2	9	96	1	13	4	0.5
O=S(=O)(c1ccc(F)cc1)N1CCN(CC(O)COCc2cccs2)CC1 (centres undefined)	-9	-5	104	4	13	94	0.7	-1	27	-0.4
CC(C)OC(=O)c1cccnc1N1CCN(c2cccc(Cl)c2)CC1	8	0	100	7	-8	110	0.8	-3	20	-0.4
CC(NC(=O)CCc1nnc(-c2ccccc2)o1)c1ccccc1 (centres undefined)	0	-9	108	15	6	100	1	-12	5	-0.2
NS(=O)(=O)c1cc(C(=O)N2CCc3ccccc32)c(Cl)cc1Cl	-5	0	100	2	1	99	0.9	7	6	-0.1
O=C1CCC(=O)N1c1ccc(S(=O)(=O)N2CCCC2)cc1	10	-2	100	2	-6	108	1	10	4	-0.2
CCC(C)NCCOCCOc1ccc(Cl)cc1Br (centres undefined)	9	0	97	21	3	101	0.9	5	8	0.9
Cc1ccnc(SCc2nc3ccccc3s2)n1	10	-33	130*	2	-32	136*	0.8	-106	16	-0.2
Cn1ccs/c1=N\S(=O)(=O)c1ccc(F)cc1	0	-1	101	5	-2	101	1	16	0	-0.4

Going on with the list.
SMILES	TLR4 MyD88 comp	STAT1 inh	STAT1 act	G6PDH CS	STAT3 inh	STAT3 act	Diaph act CS	APP 5UTR inh	Diaph inh CS	Hsp70 activator
C/C=C/c1ccc(OCC(O)CN2CCCCCCC2)c(OC)c1 (centres undefined)	-2	-4	104	-4	-2	104	1	-39	5	-0.2
O=C(Nc1ccc(F)c(F)c1)c1ccc(F)c(S(=O)(=O)N2CCC3(CC2)OCCO3)c1	4	19	82	8	16	88	0.8	13	20	-0.1
CCOc1ccccc1C1NC(=O)NC(C)=C1C(=O)OC1CCCC1C (centres undefined)	7	-6	106	-12	3	100	0.8	-22	15	-0.3
CCn1ncc(Br)c1C(=O)Nc1ccccc1OC	16	-5	104	7	19	87	0.8	-12	18	-0.3
Cc1cc(C)nc(SCc2nnc(SCC(=O)OC3CCCCC3)o2)n1	-4	0	100	13	-1	103	1	-11	-5	0.0
O=C(CSc1nnc2ccc(-c3ccc(F)cc3)nn12)N1CCCC1	-1	5	94	-1	21	90	1	9	1	0.6
O=C(c1cccs1)N(c1ccc(F)cc1)C1C=CS(=O)(=O)C1 (centres undefined)	12	-5	103	-2	-3	109	0.9	1	9	-0.1
COc1ccc(C)cc1NC(=O)CNc1ccc(C(C)=O)cc1	-12	2	100	6	10	90	0.9	-2	13	-0.4
Cc1cccnc1CCNC(=O)CC1C(=O)NCCN1CC1CCCCC1 (centres undefined)	5	-3	103	4	-2	107	1	15	3	0.1
CCCOc1ccc(C(=O)CCC(=O)OCC(=O)Nc2ccc(Oc3ccccc3)cc2)cc1	-8	-7	106	-40	-2	107	0.8	2	18	-0.4
Cc1cc(NC(=O)CCC(=O)N(CC(=O)NC2CCCC2)Cc2cccs2)no1	7	-1	100	11	-6	108	x	19	x	-0.3
CC(C)(C)OC(=O)N[C@@H](Cc1ccccc1)c1nnc(SCC(=O)O)o1	14	-10	109	4	-4	107	0.9	-5	8	-0.2
Cc1cc(N2CCc3ccccc32)n2ncnc2n1	0	3	97	x	17	88	x	29	x	-0.8
CCOC(=O)C1=C(C)OC(N)=C(C#N)C1c1cc(Cl)c(OCC(N)=O)c(OC)c1 (centres undefined)	1	1	97	6	-8	106	0.8	4	16	0.3
O=C(c1cccc(Cl)c1)N1CCCC(C(=O)N2CCCCCC2)C1 (centres undefined)	1	-7	107	5	-11	110	1	17	-2	0.0
CCc1nnc(NS(=O)(=O)c2ccc(N/C=C/C(=O)c3ccc(C)cc3)cc2)s1	-15	-28	125	1	-8	104	0.8	-11	20	-0.1
O=C(COC(=O)CC(c1ccccc1)c1ccccc1)NCc1ccccc1	-17	2	99	5	10	94	0.8	11	23	-0.1
CCc1nnc(NC(=O)CSc2nc3cc(OC)ccc3cc2C)s1	-3	-1	99	10	13	91	1.1	-6	-9	-0.1
CCOC(=O)N1CCC(c2nc3ccccc3[nH]2)CC1	2	3	97	-1	6	100	0.8	9	18	0.1
FC(F)(F)c1cnc(-c2cnc(-c3cccnc3)nc2)c(Cl)c1	-3	-6	107	3	19	85	0.9	-110	7	0.0
CCC1(C)Cc2c(sc3c2c(=O)n(C)c2nnc(SCc4ccccc4)n32)CO1 (centres undefined)	-1	1	99	6	12	93	0.9	5	10	0.0
O=C1CCC(C(=O)OC(C(=O)c2c[nH]c3ccccc23)c2ccccc2)=NN1 (centres undefined)	-1	11	90	8	8	96	1	-11	1	-0.1
Cc1cc(=O)n2c3ccccc3n(CC(O)CN3CCC(C)CC3)c2c1C#N (centres undefined)	8	-5	104	-14	-18	119	0.9	-16	10	-0.5
CCOC(=O)n1c(=O)oc2ccccc21	-2	0	100	8	8	98	1	8	3	-0.3
O=c1c2ccccc2oc2nc(-c3ccco3)n(-c3ccccc3)c(=O)c12	-3	-11	110	-4	-45	136*	0.5	-93	49	-0.1
O=C(Nc1ccc(F)c(Cl)c1)Nc1cnccn1	2	-1	101	6	13	90	1	-11	4	-0.4
